MCL1-BIM inh – inhibitors of human MCL1 binding to BIM-BH3 peptide | Q07820 | GST-MCL1 / FITC-Bim-BH3 fluorescence polarization | inhibition, % at 10.9 µM | 0.68% of 320,000 active | AID 2057;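 active = inhibition above the mean inhibition of all tested compounds plus 3 SD, set per campaign, cut at about 40% in these data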;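 note: 0% = DMSO wells and 100% = unlabeled Bim-BH3 peptide control; higher means more loss of mP so more displacement of Bim peptide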
pPAFAH FP inh – inhibitors of human plasma PAF acetylhydrolase (pPAFAH); recombinant pPAFAH, FP-rhodamine probe fluorescence polarization; inhibition, % at 3.39 µM; 1.5% of 330,000 active;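 active = inhibition above the mean inhibition across the screen plus 3 SD, cut at about 25% in these data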;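 note: inhibitors block binding of the rhodamine activity-based probe so polarization drops; 0% = enzyme with DMSO and 100% = wells lacking pPAFAH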
GLD-1 TGE inh – GLD-1-TGE RNA interaction inhibition (C. elegans). 0.44% of 320,000 active. purified GLD-1 + fluorescein TGE RNA, fluorescence polarization. inhibition, % at 5.96 µM. Q17339;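 active = percent inhibition above a per-plate cutoff, the plate mean of test compounds plus 3 SD, cut at about 30% in these data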;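 note: 0% = DMSO wells with GLD-1 and probe and 100% = wells lacking GLD-1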
Target sequence (Q17339 whole entry, looked up): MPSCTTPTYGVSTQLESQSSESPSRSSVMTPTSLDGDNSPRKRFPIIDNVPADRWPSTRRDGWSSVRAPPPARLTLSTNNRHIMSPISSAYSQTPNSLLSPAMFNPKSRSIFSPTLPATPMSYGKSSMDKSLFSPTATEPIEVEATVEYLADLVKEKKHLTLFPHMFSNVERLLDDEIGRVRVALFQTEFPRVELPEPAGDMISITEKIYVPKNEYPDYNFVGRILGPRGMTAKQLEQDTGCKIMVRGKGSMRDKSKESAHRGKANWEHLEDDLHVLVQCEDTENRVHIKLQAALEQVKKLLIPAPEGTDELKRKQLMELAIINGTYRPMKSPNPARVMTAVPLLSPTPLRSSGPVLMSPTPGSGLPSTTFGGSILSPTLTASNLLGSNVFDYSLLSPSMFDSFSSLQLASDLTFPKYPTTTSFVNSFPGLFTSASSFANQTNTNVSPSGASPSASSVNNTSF
MEX-5 binding – C. elegans MEX-5 TCR-2 RNA binding activity; Q9XUB2; MEX-5/FITC-TCR2 RNA binding, fluorescence polarization; hits give low values; activity score (negative = inhibition of binding), % at 10 µM; 0.38% of 300,000 active;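 active = inhibition past about -25% in most replicates, and total fluorescence under double the plate's negative control median, limit read from the data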;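 note: 0% = DMSO and -100% = 5 µM competing unlabeled TCR2 RNA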
PME-1 inh – blocks human protein phosphatase methylesterase 1; recombinant PME-1, FP-Rh probe fluorescence polarization; inhibition, % at 5.9 µM; Q9Y570; 0.53% of 320,000 active;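 active = inhibition above the campaign mean of all compounds plus 3 SD, cut at about 26% in these data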;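 note: competitive labeling of PME-1 active site by serine hydrolase directed probe; 0% = PME-1 with DMSO and 100% = wells lacking PME-1 enzyme; inhibitors block probe labeling so polarization falls and inhibition rises; many of its hits are not listed in these tables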
Target sequence (Q9Y570 whole entry, looked up): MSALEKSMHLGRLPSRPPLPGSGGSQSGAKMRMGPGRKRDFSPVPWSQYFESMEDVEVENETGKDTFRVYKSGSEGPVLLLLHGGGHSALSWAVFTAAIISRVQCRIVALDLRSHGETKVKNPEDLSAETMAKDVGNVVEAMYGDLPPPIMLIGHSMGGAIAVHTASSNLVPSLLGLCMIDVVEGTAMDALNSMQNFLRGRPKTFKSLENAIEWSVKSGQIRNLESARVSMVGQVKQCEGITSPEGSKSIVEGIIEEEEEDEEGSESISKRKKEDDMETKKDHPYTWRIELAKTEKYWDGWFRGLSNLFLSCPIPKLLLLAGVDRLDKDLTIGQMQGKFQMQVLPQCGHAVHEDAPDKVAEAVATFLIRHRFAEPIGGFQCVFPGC
PAFAH1B2 FP inh – PAFAH1B2 (human) inhibition | P68402 | recombinant PAFAH1B2, FP-rhodamine activity probe, fluorescence polarization | inhibition, % at 3.39 µM | 1.2% of 340,000 active | AID 492953;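 active = inhibition above the mean of all tested compounds plus 3 SD, cut at about 24% in these data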;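 note: 0% = enzyme with DMSO and 100% = wells lacking PAFAH1B2; many of its hits are not listed in these tables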
Target sequence (P68402 whole entry, looked up): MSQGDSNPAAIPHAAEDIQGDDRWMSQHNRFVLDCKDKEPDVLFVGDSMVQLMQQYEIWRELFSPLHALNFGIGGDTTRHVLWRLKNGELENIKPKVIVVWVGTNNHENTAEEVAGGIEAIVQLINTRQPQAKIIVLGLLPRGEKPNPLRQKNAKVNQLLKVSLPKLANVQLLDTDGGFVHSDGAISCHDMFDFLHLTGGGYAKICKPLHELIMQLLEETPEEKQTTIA
AHR act – human AHR activation. AHR-responsive luciferase reporter cells, luminescence. 2.5% of 320,000 active. AID 2796. activation, % at 5 µM. P35869; in the data active = activation above about 47%;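 note: 0% = vehicle wells and 100% = reference agonist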
BCLXL inh – blocks human Bcl-xL binding to Bim BH3 peptide | GST-Bcl-xL / FITC-Bim BH3 peptide fluorescence polarization | Q07817 | 0.7% of 320,000 active | inhibition, % at 10.9 µM;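 active = inhibition above the mean of all tested compounds plus 3 SD, cutoff set per campaign, cut at about 30% in these data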;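 note: 0% = DMSO wells and 100% = unlabeled Bim-BH3 peptide competitor; inhibitors lower millipolarization by displacing the labeled peptide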
Fam108B inh – blocks mouse Fam108B hydrolase in RBBP9 counter-screen; inhibition, % at 9.51 µM; recombinant Fam108B, FP-Rh probe fluorescence polarization; 0.33% of 300,000 active; AID 1947;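 active = inhibition above the screen mean inhibition plus 3 SD, computed separately per campaign, cut at about 18% in these data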;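 note: inhibitors lower polarization as less probe binds the enzyme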
* = called active by the depositor; / = no result given. These rows are one share of the data; the hit share may differ from the screen's.

mol	MCL1-BIM inh	pPAFAH FP inh	GLD-1 TGE inh	MEX-5 binding	PME-1 inh	PAFAH1B2 FP inh	AHR act	BCLXL inh	Fam108B inh
COc1ccc(/C=C/C(=O)c2cc(Br)ccc2OC(=O)c2ccco2)cc1OC	-7	-4	1	2.0	-3	5	-2	-4	-3
CN(C)c1ccc(NC(=O)CCN2C(=O)c3cccc([N+](=O)[O-])c3C2=O)cc1	-15	-3	-5	1.6	-1	9	26	-5	0
CCC(C)NC(=O)CSC1=Nc2ccccc2C2=NC(CCC(=O)NCc3ccco3)C(=O)N12 (stereo unspecified)	-5	2	7	1.7	1	6	0	3	-3
Cc1ccnc(NC(=O)CCNS(=O)(=O)c2ccc(C)c(C)c2)c1	7	7	2	-1.1	3	2	-1	1	-3
O=C(CSc1nnc(-c2ccc(S(=O)(=O)N3CCCC3)cc2)o1)NCC1CCCO1 (stereo unspecified)	-3	-4	5	2.3	0	0	-3	2	0
O=C1[C@@H]2CSCN2C(=O)CN1CCc1cccc(F)c1	-5	7	3	-0.4	1	-5	-3	2	3
O=C(CSc1nnc(-c2ccncc2)o1)c1cccc([N+](=O)[O-])c1	1	8	6	-1.7	6	-3	2	1	-1
Cc1cc(C)cc(NC(=S)Nc2ccccn2)c1	1	12	9	0.3	24	3	91*	-4	-1
COc1ccc(N2CCN(C(=O)COC(=O)c3ccc(OC(F)F)cc3)CC2)cc1	5	0	4	/	-1	0	1	4	/
COCCCn1c(SCC(=O)Nc2nc3ccccc3s2)nnc1-c1ccoc1C	-4	2	12	0.6	-5	3	28	7	1
CNc1cc(C)nc(-n2nc(C)cc2C)n1	10	5	-4	8.0	-3	3	16	-3	-5
COc1cccc(-c2nnc(NC(=O)c3ccc4ncsc4c3)o2)c1	10	4	4	1.7	-7	0	27	6	0
Cc1cc(OCc2cc(C(=O)NCCN3CCCCC3CO)no2)cc(C)c1Cl (stereo unspecified)	-7	2	-6	-1.1	1	-3	2	-2	-5
Fc1ccc(CSc2nncn2NCc2ccccc2)cc1	1	1	10	1.0	13	14	-2	-1	1
CC(C)CNC(=O)c1cc(-c2ccc(Cl)c(Cl)c2)on1	1	0	3	-1.5	-8	6	-10	3	-7
COc1ccc(/C=C/C(=O)Nc2ccc3c(c2)CCC3)cc1OC	12	9	3	1.7	-6	2	-2	3	-6
Cc1cc(C(=O)N/N=C/c2ccc(N3CCOCC3)cc2)c(C)o1	-6	3	-6	0.4	-3	-1	25	-3	2
CC(C)[C@H](NC(=O)N1c2ccccc2NC(=O)[C@@H]1C(C)C)C(=O)N1CCC(C(=O)O)CC1	4	-1	-9	0.8	4	2	0	0	0
CCc1ccc(NC(=O)C(C)OC(=O)c2ccc(NS(=O)(=O)c3ccc(C)c([N+](=O)[O-])c3)cc2)cc1 (stereo unspecified)	-26	20	5	1.4	-9	-1	-2	-2	-1
Cc1ccc(NC(=O)/C=C/c2ccc3c(c2)OCO3)nc1	-2	-1	5	3.2	-19	-2	36	1	-10
Nc1ccc(S(=O)(=O)c2ccc(N)c(N)c2)cc1	-9	1	5	-2.3	0	6	3	4	3
O=C1c2ccccc2C(=O)N1CCOCCN1C(=O)c2ccccc2C1=O	-1	0	3	2.5	0	1	-2	2	2
O=C(NCc1cccs1)c1nc2ncccn2n1	1	-1	-1	1.9	-5	-1	0	4	4
O=C(CCCn1c(=O)[nH]c2ccccc2c1=O)NCCSCc1ccccc1	0	10	-4	0.3	-2	7	0	-2	-7
CCN1CCN(Cc2ccc(NC(=O)c3cc(NC(=O)c4ccno4)cc(OC)c3)cc2C(F)(F)F)CC1	8	-7	-8	1.8	-16	-2	3	5	-6
COc1cc(C(=O)Nc2ccc(C(=O)NCC3CCCO3)cc2)cc(OC)c1OC (stereo unspecified)	-3	6	-8	-0.4	-3	4	-1	-1	0
Cn1ccc(C(=O)Nc2sc3c(c2C(N)=O)CCCCC3)n1	24	9	8	-0.4	-1	8	8	23	2
Cc1ccc2c(c1)Sc1c(ccc3ccccc13)N2	71*	18	-3	-2.5	10	-1	11	67*	10
O=C(NNc1cc(C(F)(F)F)nc2ccccc12)Nc1cccc(Cl)c1	5	-11	0	0.7	-16	-3	3	10	-13
CCOC(=O)c1[nH]c(C)c(CN(CCc2ccc(OC)c(OC)c2)C(=O)CCCC(=O)O)c1C	-4	-3	8	-1.5	-6	1	-1	1	-4
O=C(NCCc1ccccc1)C(=O)NCC1OCCN1S(=O)(=O)c1ccc(Br)cc1 (stereo unspecified)	0	9	-2	3.1	5	12	2	1	-2
O=C(/C=C/c1cccs1)N1CCN(c2ccc(O)cc2)CC1	12	9	8	-1.8	3	6	4	19	0
CC(N=C1NS(=O)(=O)c2ccccc21)C(=O)NCc1ccc(F)cc1 (stereo unspecified)	/	5	1	/	/	5	1	/	/
O=C(COc1ccc(Cl)cc1Br)NNC(=O)C(=O)N1CCCCC1	4	6	4	-3.0	-6	16	3	-3	-4
Cc1ccnc(NC(c2ccccc2O)c2oc(CO)cc(=O)c2O)c1 (stereo unspecified)	20	3	-12	1.1	4	2	11	0	2
O=C1C(Cl)=C(Nc2ccc3cn[nH]c3c2)C(=O)c2ccccc21	33	11	1	-5.2	29*	15	70*	33*	20*
CC1CCOC2(O1)C(=O)N(CN1CCN(c3ccccc3F)CC1)c1ccccc12 (stereo unspecified)	2	5	4	-1.0	-1	2	13	2	-2
CCCCC1=CC2=CC(=O)C(C)(OC(=O)CC)C(=O)C2=CN1c1cccc(C#N)c1 (stereo unspecified)	32	10	40*	-5.8	-9	5	5	31*	1
CCOCC(=O)Nc1cc([N+](=O)[O-])ccc1C	9	-7	2	2.3	5	3	15	5	-5
C/C(=N/NC(=O)c1ccco1)c1cccc(NC(=O)c2ccc(C)s2)c1	-1	-7	-8	-7.5	0	-6	21	-4	-3
O=C(NCc1cccnc1)C1CCN(S(=O)(=O)c2cccs2)CC1	1	-2	-3	1.2	15	4	-2	3	-5
CC(=O)Nc1ccc(S(=O)(=O)N2CCC(C(=O)N[C@@H](C)C(=O)NC3CCCC3)CC2)cc1	3	0	3	-3.5	-3	1	0	-1	2
CC1(C)Cc2cccc(OCC(=O)Nc3cccnc3)c2O1	2	7	7	-0.6	-4	1	16	-4	4
Fc1ccc(CSc2nnc(Cc3sc(-c4ccccc4)nc3-c3ccccc3)o2)cc1	-2	2	7	1.4	-3	-1	4	2	-1
COc1ccc(/C=C/c2ccncc2)cc1OC	-2	0	1	-0.2	3	5	7	6	0
CC(=O)N(Cc1cccc(Br)c1)c1ccc(N2CCOCC2)c(Cl)c1	10	9	1	1.5	17	8	0	0	1
COc1ccc(/C=C/C(=O)OCC(=O)N(C)CC(=O)Nc2ccc(C)cc2)c(OC)c1	/	4	8	/	/	7	5	/	/
CN1C(=O)CC(N2CCC(c3nc4ccccc4[nH]3)CC2)C1=O (stereo unspecified)	-2	2	-7	-0.2	-1	2	6	-1	-2
C=CCn1c(COc2cccc(C)c2)nnc1SCC(=O)NC(=O)NCc1ccco1	13	7	11	-0.8	-5	2	7	-4	1
Cc1cccc(C)c1NC(=O)c1c(C)nn(-c2ccccc2)c1Cl	-1	5	1	1.6	0	0	0	0	0
COc1cc(C(=O)Nc2cc(C(F)(F)F)ccc2N2CCOCC2)ccc1OCC(=O)N1CCOCC1	0	8	0	1.4	-5	0	-3	4	4
CC(C)c1ccccc1NC(=O)COC(=O)Cc1c[nH]c2ccccc12	-2	14	-7	-4.1	1	5	8	-3	5
CC1CCCCN1c1nnc(N)s1 (stereo unspecified)	-3	2	3	1.0	1	-8	-1	-3	-1
COc1ccc(CNC(=O)C(=O)N2CCC3(CC2)OCCN3S(=O)(=O)c2ccc(C)cc2)cc1	7	1	0	-0.5	2	-1	-1	3	-1
O=C(Nc1ccccc1N1CCCCC1)c1ncoc1-c1ccc(F)cc1	-2	2	-2	2.4	-2	-3	7	0	-2
Cc1cccc(N(CC(=O)NCC2CCCO2)C(=O)CCC(=O)Nc2nccs2)c1 (stereo unspecified)	0	-1	-2	2.2	2	3	1	-2	-2
COc1cccc(CC(=O)Nc2ccc3nc(C)sc3c2)c1	-6	7	-4	1.5	-2	-5	-2	2	-3
COc1cccc(N/C=C/C(=O)c2ccc(Br)cc2)c1	-5	3	0	-0.8	-1	2	2	0	-1
COc1ccc(-c2cc(C(=O)N3CCOCC3)c3cc(C)ccc3n2)cc1	6	1	3	2.9	2	4	37	3	-2
C[C@H]1CC[C@]2(O[C@@H](CCO)C[C@H](O)[C@H]2O)O1	6	3	-5	0.8	2	0	0	3	3

(further entries)
mol	MCL1-BIM inh	pPAFAH FP inh	GLD-1 TGE inh	MEX-5 binding	PME-1 inh	PAFAH1B2 FP inh	AHR act	BCLXL inh	Fam108B inh
CC(C)(C)NC(=O)CN(C(=O)CNS(=O)(=O)c1ccccc1)c1ccc2c(c1)OCCO2	3	7	0	-0.6	4	6	0	1	-1
CN1/C(=C/C2CC(=O)N(c3cccc4ccccc34)C2=O)C(C)(C)c2ccccc21 (stereo unspecified)	-67	12	-28	3.4	-2	-10	-2	-40	-8
CN(C)C(=O)CCC(=O)N1CCCC(C(=O)c2ccc(C(F)(F)F)cc2)C1 (stereo unspecified)	7	4	4	0.6	2	2	0	1	2
CC1CCN(S(=O)(=O)CCNC(=O)c2ccc(F)cc2)CC1	0	3	2	-0.2	-5	0	3	-1	1
Cc1cc[n+](-c2[nH]c(=O)sc2/C=N/NC([S-])=Nc2ccccc2)cc1	164*	14	116*	-21	4	4	35	139*	6
COC(=O)c1cc2sc(Cl)cc2n1Cc1nc(-c2ccccc2)oc1C	0	2	1	1.3	4	1	-2	-2	0
CCOC(=O)C1CCN(c2ncnc3c2c(-c2ccccc2)cn3-c2ccc(C)cc2)CC1	5	4	2	0.6	-3	3	-1	7	0
Cc1cccc2c1ncc1c(=O)n(-c3ccccc3)[nH]c12	-7	5	-6	-1.8	8	1	136*	-2	3
COc1ccc2nc(Nc3ccc4c(c3)OCO4)sc2c1	5	6	1	1.0	-5	4	6	5	2
COc1ccc(NC(=O)/C=C/c2ccc3c(c2)OCO3)cc1	1	3	2	-2.0	2	3	-5	1	3
N#Cc1ccc(OCC(=O)Nc2cc(S(=O)(=O)N3CCCCC3)ccc2N2CCCCC2)cc1	-5	7	5	-2.3	-3	5	1	0	0
CC(NC(=O)C1CCN(S(=O)(=O)c2cccc3cccnc23)CC1)c1ccccc1 (stereo unspecified)	6	5	5	1.9	13	0	1	1	2
O=[N+]([O-])c1ccc2nc(SCc3ccccc3Cl)sc2c1	-9	0	13	1.7	-9	-4	-4	0	-2
Fc1ccc(-c2csc3ncnc(N4CCN(Cc5ccccc5)CC4)c23)cc1	-2	6	2	0.4	-2	-1	4	2	-1
O=C(Nc1ccc(Oc2ccccc2)nc1)C1CCCCN1Cc1ccc(OCCO)cc1 (stereo unspecified)	-1	9	5	-4.6	1	-1	-1	0	2

An excerpt of these results, with values under each structure:
Value order: MCL1-BIM inh, pPAFAH FP inh, GLD-1 TGE inh, MEX-5 binding, PME-1 inh, PAFAH1B2 FP inh, AHR act, BCLXL inh, Fam108B inh
> N#Cc1ccc(OCC(=O)Nc2cc(S(=O)(=O)N3CCCCC3)ccc2N2CCCCC2)cc1
→ -5, 7, 5, -2.3, -3, 5, 1, 0, 0
> Cc1cc[n+](-c2[nH]c(=O)sc2/C=N/NC([S-])=Nc2ccccc2)cc1
→ 164*, 14, 116*, -21, 4, 4, 35, 139*, 6
